Screening results as filed in PubChem BioAssay.
PP5 inh: inhibitors of human protein phosphatase 5 (PP5); inhibition, % at 6.7 µM; purified PP5c, OMFP substrate fluorescence; P53041; 320,000 tested, 0.18% active;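 active = inhibition above the campaign's mean inhibition across all tested compounds plus 3 SD, cut at about 9.5% in these data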;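 note: 0% = DMSO only and 100% = 100 µM cantharidin control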
Target sequence (P53041 whole entry, looked up): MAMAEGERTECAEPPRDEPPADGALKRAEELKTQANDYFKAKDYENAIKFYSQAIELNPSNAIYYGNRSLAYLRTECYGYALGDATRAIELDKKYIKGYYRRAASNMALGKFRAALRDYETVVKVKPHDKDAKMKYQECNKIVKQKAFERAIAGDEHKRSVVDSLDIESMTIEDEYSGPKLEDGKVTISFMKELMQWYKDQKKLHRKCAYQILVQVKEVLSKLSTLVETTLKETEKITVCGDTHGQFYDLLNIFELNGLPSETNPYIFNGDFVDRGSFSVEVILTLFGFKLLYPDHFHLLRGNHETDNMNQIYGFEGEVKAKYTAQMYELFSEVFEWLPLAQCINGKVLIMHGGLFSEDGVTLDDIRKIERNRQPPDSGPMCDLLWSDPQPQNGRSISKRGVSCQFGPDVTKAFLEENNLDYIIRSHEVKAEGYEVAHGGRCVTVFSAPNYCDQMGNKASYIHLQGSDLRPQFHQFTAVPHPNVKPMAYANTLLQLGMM
CTSL1 counter: blocks F. hepatica cathepsin L1 in PFM18AAP counter-screen | recombinant F. hepatica cathepsin L1, Z-Leu-Arg-MCA fluorescence | inhibition, % at 5.96 µM | 300,000 tested, 0.49% active | AID 1906;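 active = inhibition above the mean of all tested compounds plus 3 SD, set per screening campaign, cut at about 17% in these data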;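 note: 0% = plate median of test compound wells and 100% = 1 µM Z-Phe-Ala-diazomethylketone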
AHR act: activates the human aryl hydrocarbon receptor; P35869; AHR-responsive luciferase reporter cells, luminescence; activation, % at 5 µM; 320,000 tested, 2.5% active; in the data active = activation above about 47%;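 note: 0% = vehicle wells and 100% = reference agonist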
TPT1 inhibitor: inhibitors of Candida albicans tRNA 2'-phosphotransferase TPT1; 300,000 tested, 0.81% active; AID 1962; recombinant caTPT1, FP RNA substrate dephosphorylation; inhibition, % at 5 µM;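 active = inhibition above the mean of all tested compounds plus 3 SD, set per screening campaign, cut at about 24% in these data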;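 note: plate controls were DMSO alone for no effect and ferristatin control at 100 nM for full effect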
procasp7 counter: activates human procaspase-7, counter-screen for procaspase-3 activators; P55210; recombinant procaspase-7, Ac-DEVD-pNA absorbance 405 nm; D23A/D198A/D206A triple mutant, cannot self-cleave; scale: DMSO 0, 5 µM enzyme 100; activation, % at 8.5 µM; 330,000 tested, 0.093% active; AID 463210;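 active = percent activation above the screen-wide mean plus 3 SD, cut at about 25% in these data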
Target sequence (P55210 whole entry D23A/D198A/D206A): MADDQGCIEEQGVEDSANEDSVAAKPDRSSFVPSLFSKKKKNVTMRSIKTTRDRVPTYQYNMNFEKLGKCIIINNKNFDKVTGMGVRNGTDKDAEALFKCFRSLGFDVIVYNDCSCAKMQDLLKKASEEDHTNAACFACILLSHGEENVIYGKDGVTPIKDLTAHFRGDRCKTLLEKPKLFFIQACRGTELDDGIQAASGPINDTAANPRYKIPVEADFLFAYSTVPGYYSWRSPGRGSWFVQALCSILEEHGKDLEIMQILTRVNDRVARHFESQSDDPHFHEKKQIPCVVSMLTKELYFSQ
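Material: Procaspase-7 triple mutant (PC-7 D3A) | Quantity: 2 µM procaspase-7 mutant as dispensed | Reagent: DEVD-pNA substrate | Times: 1 h preincubation, 2 h reaction | Technique: 405 nm absorbance of p-nitroaniline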
proCasp3 act: activates human procaspase-3; recombinant procaspase-3 D3A, Ac-DEVD-pNA absorbance 405 nm; activation, % at 8.5 µM; P42574; 330,000 tested, 0.11% active; AID 463141;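 active = activation above the mean of all tested compounds plus 3 SD, cut at about 21% in these data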;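 note: 0% = DMSO alone and 100% = DMSO wells spiked with extra 5 µM PC-3 D3A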
Target sequence (P42574 whole entry D9A/D28A/D175A): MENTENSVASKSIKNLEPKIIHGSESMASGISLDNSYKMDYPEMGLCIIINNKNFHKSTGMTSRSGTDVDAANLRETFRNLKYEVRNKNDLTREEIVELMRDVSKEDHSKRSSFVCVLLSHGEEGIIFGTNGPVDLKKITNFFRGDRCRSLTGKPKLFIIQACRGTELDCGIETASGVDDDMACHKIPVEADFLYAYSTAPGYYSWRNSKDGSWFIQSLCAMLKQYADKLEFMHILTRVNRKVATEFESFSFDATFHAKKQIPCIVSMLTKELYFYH
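Compound: 8.5 µM single point, 0.8% DMSO / Material: Autoprocessing-dead procaspase-3 D3A mutant enzyme / Timing: 1 h preincubation plus 2 h reaction at 25 °C / Medium: Zinc-free HEPES/NaCl buffer with 0.01% Triton X-100 at pH 7.4 / Technique: 405 nm absorbance of p-nitroaniline, reads at 0 and 120 min / Repeats: one well per compound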
PAFAH2 inh: inhibitors of human PAFAH2 | inhibition, % at 3.39 µM | 340,000 tested, 0.99% active | recombinant PAFAH2, FP-rhodamine activity probe, fluorescence polarization;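 active = inhibition above the mean over all tested compounds plus 3 SD, cut at about 30% in these data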;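 note: inhibitors block probe labeling of enzyme so polarization drops; 0% = enzyme with DMSO and 100% = wells lacking PAFAH2 protein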
core dimer inh: blocks dimerization of HCV core protein | TR-FRET GST/Flag-core106 dimerization, 1536-well | inhibition, % at 5 µM | 300,000 tested, 0.33% active;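 active = inhibition above the mean of all tested compounds plus 3 SD, set per screening campaign, cut at about 45% in these data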
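Material: Tagged HCV core106 pair (GST and Flag) | Amount: GST-core106 13.5 nM, Flag-core106 17 nM | Medium: KF-containing HEPES buffer, pH 7.45, DTT, CHAPS, BSA | Reagent: Eu donor and XL665 acceptor anti-tag antibodies | Schedule: 4 h at 22.5 °C | Technique: Time-resolved FRET, ex 340 nm, em 617 and 671 nm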
PP1 counter: counter-screen for PP5 inhibitors: inhibitors of human PP1-alpha; P62136; purified PP1alpha, OMFP fluorescence; inhibition, % at 6.7 µM; 320,000 tested, 0.9% active; AID 2235;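 active = inhibition above the mean inhibition of all tested compounds plus 3 SD, computed separately for each screening campaign, cut at about 15% in these data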
Active calls of the source: *; . = not tested or not shown.

SMILES	PP5 inh	CTSL1 counter	AHR act	TPT1 inhibitor	procasp7 counter	proCasp3 act	PAFAH2 inh	core dimer inh	PP1 counter
CNC(=S)NNc1nc(N2CCOCC2)nc(N2CCOCC2)n1	0.1	-1	2	-6	-1	-6	-5	1	-2
Cc1cc(C(=O)NCc2ccc(S(N)(=O)=O)cc2)ccc1[N+](=O)[O-]	2.3	1	1	0	4	4	0	-2	0
Cn1cnnc1-c1cccc(NS(=O)(=O)c2ccc(N3CCCC3=O)cc2)c1	-0.8	0	-1	-7	11	3	0	-5	-1
Cc1noc(C)c1S(=O)(=O)N1CCC(C(=O)N(C)Cc2ccccc2)CC1	1.1	-3	4	-4	0	-1	-5	-2	0
O=C(CSc1nc2[nH]ncc2c(=O)[nH]1)NCc1ccccc1Cl	-2.7	3	-1	-2	5	3	-6	8	-3
COc1cc(S(=O)(=O)N2CCCN(C)CC2)ccc1NC(C)=O	0.1	0	-1	0	6	11	11	-1	2
Cc1ccc(C(=O)N2CC(=O)Nc3ccc(F)cc3C2c2ccc(F)cc2)cc1[N+](=O)[O-] (stereo not drawn)	-1.1	0	0	1	-2	1	-1	7	-2
Cc1ccc(OCC(=O)NNC(=O)Nc2ccc(Cl)cc2)c(Br)c1	2.0	-9	2	-2	2	1	-2	-9	2
COC(=O)c1nn(-c2cccc(Cl)c2)ccc1=O	-2.6	-3	4	-4	9	-7	-2	-3	0
CN(C)CCCNC(=S)Nc1ccc(Oc2ccccc2)cc1	-2.4	4	-2	4	7	-4	-3	-1	-2
Brc1ccc(CN2CCSCC2)cc1	0.9	0	-1	2	-5	2	3	0	-4
Cc1ccc2cc(CN(CCN3CCCC3)C(=O)Nc3ccccc3)c(=O)[nH]c2c1C	3.1	-3	6	5	13	3	4	4	-4
CCN1CCN(C(=O)c2cnn3c(C(F)F)cc(-c4ccc(C)cc4)nc23)CC1	3.2	-1	-4	-1	10	-6	9	6	-8
O=C(NC1CCSc2ccccc21)c1cccc([N+](=O)[O-])c1 (stereo not drawn)	2.9	1	9	-3	-2	2	3	2	-1
CCOc1ccc(-n2c(SCC(=O)Nc3cc(C)on3)nc3c([nH]c4ccccc43)c2=O)cc1	3.3	4	31	-1	-2	10	-4	19	2
CC1(C)NC(=O)N(CC(O)COc2ccc(-c3ccc(C#N)cc3)cc2)C1=O (stereo not drawn)	1.4	10	-1	-2	4	-4	-2	-11	-13
CCC(=O)N1N=C(c2ccc(NS(=O)(=O)c3ccccc3)cc2)CC1c1ccco1 (stereo not drawn)	.	.	0	.	1	-10	-1	.	.
Cc1[nH]n(-c2ccccc2)c(=O)c1C=NCc1ccco1	-0.2	8	12	2	-3	5	.	1	-1
CC(Sc1nnc(C2CC2)n1C1CC1)C(=O)c1ccc(F)cc1 (stereo not drawn)	3.0	.	-2	.	1	7	7	.	2
CC1(C(=O)NCCOc2ccccc2Cl)CC1(Cl)Cl (stereo not drawn)	-0.2	2	0	2	-4	-2	-3	9	-4

Next part; it opens with the 5 that closed the last part.
SMILES	PP5 inh	CTSL1 counter	AHR act	TPT1 inhibitor	procasp7 counter	proCasp3 act	PAFAH2 inh	core dimer inh	PP1 counter
CC1(C)NC(=O)N(CC(O)COc2ccc(-c3ccc(C#N)cc3)cc2)C1=O (stereo not drawn)	1.4	10	-1	-2	4	-4	-2	-11	-13
CCC(=O)N1N=C(c2ccc(NS(=O)(=O)c3ccccc3)cc2)CC1c1ccco1 (stereo not drawn)	.	.	0	.	1	-10	-1	.	.
Cc1[nH]n(-c2ccccc2)c(=O)c1C=NCc1ccco1	-0.2	8	12	2	-3	5	.	1	-1
CC(Sc1nnc(C2CC2)n1C1CC1)C(=O)c1ccc(F)cc1 (stereo not drawn)	3.0	.	-2	.	1	7	7	.	2
CC1(C(=O)NCCOc2ccccc2Cl)CC1(Cl)Cl (stereo not drawn)	-0.2	2	0	2	-4	-2	-3	9	-4
CCN(CC(=O)NCc1ccc(Cl)cc1)C(=O)c1cccc(S(=O)(=O)Nc2ccc(OC)cc2)c1	-0.9	2	0	-2	4	-6	3	-1	2
N#CC1=C2N=C(N)c3ccccc3N2C2=C(C(=O)CCC2)C1c1cccc(Cl)c1 (stereo not drawn)	2.6	3	25	2	-2	-11	23	8	2
CC(NC(=O)Cn1cnnn1)C12CC3CC(CC(C3)C1)C2 (stereo not drawn)	3.4	-4	2	-4	9	3	-4	-4	-3
Cc1cc(C(=O)N/N=C/c2cc([N+](=O)[O-])ccc2O)c2ccccc2n1	2.0	3	8	7	-8	-11	-1	0	1
Cc1ccccc1C(=O)NC(C)C1CC2CCC1C2 (stereo not drawn)	-0.5	2	-1	0	6	4	-7	-2	-2
COc1ccccc1/C=C/C(=O)c1cc(Br)ccc1OC(=O)c1ccco1	5.4	-22	74*	2	-6	-17	5	6	0
COc1ccc([N+](=O)[O-])cc1NC(=O)Cc1c(Cl)cccc1Cl	-3.6	-2	5	3	4	5	19	-11	-3
Cc1occc1C(=O)N/N=C/c1ccc(OCc2ccccc2)cc1	2.1	1	4	0	4	-10	-4	-3	2
CCN(CC(=O)NC(C)C)C(=O)[C@@H](NC(=O)c1ccco1)C(C)C	-1.1	3	-1	10	3	-2	-9	1	-9
Cc1cc(C(=O)N/N=C/c2sc(N3CCOCC3)nc2-c2ccccc2)c(C)o1	1.1	3	7	-3	1	-2	14	-5	-6
CN(C(=O)CN1CCC(NC(=O)c2ccccc2Br)CC1)C1CCCCC1	-0.5	2	2	-3	6	2	3	-1	-1
CCNc1c(NC(=O)c2cccs2)c(=O)oc2ccccc12	4.5	0	2	2	8	-2	-3	1	2
Nc1ccc(S(=O)(=O)NC2(C(F)(F)F)NC(=O)N(c3ccccc3Cl)C2=O)cc1 (stereo not drawn)	-1.1	-2	-1	0	6	1	-5	0	-4
O=Nc1c(O)[nH]c2c(F)cccc12	-0.7	-1	24	-6	-4	12	5	-3	-1
CCOC(=O)C(NC(=O)c1ccccc1OCC)(Nc1ncccn1)C(F)(F)F (stereo not drawn)	2.5	3	5	-3	8	2	-2	0	1
O=C(CNC(=O)c1ccc(OC(F)F)cc1)NCc1ccccn1	-1.0	1	14	-1	4	18	-3	3	-2
O=C(O)CC(CC(=O)Nc1ccc(N2CCOCC2)cc1)c1ccccc1 (stereo not drawn)	0.9	1	2	-2	3	-5	-2	2	-2
COc1ccc(Cl)cc1NC(=O)CC(=O)Nc1cc(Cl)ccc1OC	0.1	0	29	2	9	-7	-1	2	-5
O=C(Nc1ccccc1C(=O)NCc1ccc(Cl)cc1)c1ccco1	5.3	2	1	3	-4	6	-8	-10	1
CC(C)(C)C1=C(C#N)C(c2ccc3c(c2)OCO3)C(C#N)=C(N)O1 (stereo not drawn)	1.0	3	8	0	6	8	12	-4	-2
Cc1ccc(Oc2ccc(S(=O)(=O)N3CCOCC3)cc2C(N)=O)cc1C	1.3	-4	-1	-3	9	-5	0	0	0
Cc1ccc(C)c(OCc2ccc(C(=O)NN)o2)c1	4.1	-5	47	-3	0	5	1	-5	2
Cn1cc(Br)c(C(=O)NNC(=O)Nc2ccccc2C(F)(F)F)n1	0.9	0	10	0	0	2	2	-1	-4
CCOC(=O)C(CC)n1cnc2sc3c(c2c1=O)CCC3 (stereo not drawn)	-6.3	10	0	7	9	3	8	21	2
CCOC(=O)Cc1[nH]nc2c1C(c1cccc(OC)c1OC)C(C#N)=C(N)O2 (stereo not drawn)	-1.5	8	-1	2	5	-4	6	-5	-3
COc1cccc(CNC(=O)CSCC(=O)Nc2ccc(C)cc2)c1	-1.1	-5	3	9	4	-7	1	1	0
CC(=O)c1ccc(S(=O)(=O)N2CCN(CCOc3ccccc3)CC2)cc1	.	.	1	.	7	6	0	.	.
O=C(Nc1ccc(Cl)cc1)c1ccc2c(c1)S(=O)(=O)c1ccccc1C2=O	1.2	-1	1	-2	-5	7	1	2	1
CC1Sc2ccc(S(=O)(=O)CCC(=O)NCc3ccccc3Cl)cc2NC1=O (stereo not drawn)	0.1	3	3	-3	7	1	-6	-1	3
O=C(CCCN1C(=O)/C(=C/c2ccc(F)cc2)SC1=S)NCCCn1ccnc1	2.4	3	-5	1	-17	-11	0	5	1
COc1ccc(OC)c(NC(=O)CSc2nnc(Cn3c(=O)sc4ccccc43)n2C)c1	1.2	-2	9	0	6	1	2	1	-3
Cc1ccc(NC(=O)c2cc3c(s2)CCC3)cc1S(=O)(=O)N1CCOCC1	3.1	-1	43	-2	5	7	1	6	1
CC1Cc2ccccc2N1C(=O)Cn1cc([N+](=O)[O-])cn1 (stereo not drawn)	-2.7	0	7	0	-3	5	1	1	-4
CCOC(=O)Cc1csc(NC(=O)CCCc2ccccc2)n1	0.2	-2	1	1	-7	-1	-3	-15	4
O=C(c1cccs1)N1CCN(c2ccc(F)cc2)CC1	1.4	-1	-1	1	8	-4	5	-5	-1
O=C(Nc1ccccc1C(=O)NC(Cc1c[nH]c2ccccc12)C(=O)O)c1ccccc1 (stereo not drawn)	0.3	-1	13	-1	1	2	4	0	-2
Cc1ccc(SCc2[nH]nc3c2C2(C(=O)N(C)c4ccccc42)C(C#N)=C(N)O3)cc1 (stereo not drawn)	0.7	2	7	0	-3	4	-2	6	0
COc1cc([N+](=O)[O-])ccc1NC(=O)NNC(=O)CCc1ccccc1	2.8	-1	19	1	9	2	7	8	-1
Cn1c(C2CC(=O)N(Cc3ccccc3)C2)nc2ccccc21 (stereo not drawn)	-1.3	-4	4	3	0	6	-5	8	-1
COc1ccc(N2CCN(Cc3cc(=O)oc4cc(C)c(Cl)cc34)CC2)cc1	-0.1	1	-1	-1	1	9	-3	7	0
COCc1cc(=O)[nH]c(Nc2nc(C)c3cc(OC)ccc3n2)n1	0.6	1	2	-2	-4	2	.	-5	4
Cc1ccc2c(CN3CCOCC3)cc(=O)oc2c1C	1.8	4	1	-4	14	0	2	-11	5
O=C(NCCCc1ccccc1)C(=O)c1c[nH]c2ccccc12	0.8	4	2	0	8	3	0	-3	1
CC(=O)Nc1ccc(S(=O)(=O)Nc2cccc(-c3cn4cccnc4n3)c2)cc1	1.1	-4	4	1	3	-7	6	6	3
CC(NC(=O)C1CCN(C(=O)Nc2ccccc2)CC1)c1ccccc1 (stereo not drawn)	-0.8	-2	0	2	2	4	-5	1	-3
Cc1cccc(NC(=O)c2cccc(C(F)(F)F)c2)c1	-5.6	9	33	-4	3	-12	2	-9	0
Cc1ccc(C(=O)Nc2cccnc2Cl)cc1Cl	2.0	4	3	-4	9	0	5	9	-2
Clc1cc2c(cc1/C=N/Nc1nc(N3CCOCC3)nc(N3CCOCC3)n1)OCO2	1.6	6	8	0	3	0	-2	0	-2
O=C(CCOc1ccccc1)Nc1ccnn1C1CCN(Cc2ccc(CO)o2)CC1	1.0	1	2	1	-1	0	6	9	-7
